# FBW7 activator: human FBW7 E3 ligase activation, primary screen. Q969H0. normalized activity (activation), % at 26.1 µM. 650,000 compounds, 0.13% hits. AlphaScreen FBW7–phospho-cyclin E peptide binding, activator screen; in the data active means normalized activity above about 1.9%;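 further: purified mutant Fbw7 with reduced substrate affinity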
# MITF primary: inhibitors of human MITF. O75030. AlphaScreen MITF homodimerization, bead proximity signal. inhibition, % at 2.6 µM. 650,000 compounds, 0.91% hits; in the data active means inhibition above about 50%;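 further: 0% = vehicle wells with protein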
# Target sequence (O75030 whole entry, looked up): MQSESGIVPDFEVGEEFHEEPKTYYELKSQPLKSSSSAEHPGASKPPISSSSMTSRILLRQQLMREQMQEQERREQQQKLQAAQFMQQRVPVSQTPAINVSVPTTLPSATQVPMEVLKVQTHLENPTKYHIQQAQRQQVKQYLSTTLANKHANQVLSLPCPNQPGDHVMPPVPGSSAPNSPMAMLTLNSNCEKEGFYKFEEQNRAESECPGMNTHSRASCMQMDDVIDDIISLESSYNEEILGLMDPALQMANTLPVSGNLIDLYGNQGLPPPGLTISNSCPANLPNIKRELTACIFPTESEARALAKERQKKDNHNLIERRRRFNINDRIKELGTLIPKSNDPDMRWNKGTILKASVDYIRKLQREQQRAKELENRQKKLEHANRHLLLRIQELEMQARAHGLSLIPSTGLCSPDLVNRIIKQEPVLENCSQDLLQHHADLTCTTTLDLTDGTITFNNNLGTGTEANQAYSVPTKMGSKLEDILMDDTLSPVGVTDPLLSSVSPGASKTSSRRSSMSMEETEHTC
# TEAD-YAP inh: TEAD-YAP interaction inhibition | HEK-TIYL cells, TEAD-Gal4/YAP UAS-luciferase luminescence | 640,000 compounds, 1.4% hits | inhibition, % at 9.12 µM | AID 1259422; in the data active means inhibition above about 32%;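 further: 0% = median of test compound wells and 100% = reference inhibitor wells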
# GPR151 ag: human GPR151 activation. Q8TDV0. PathHunter beta-arrestin GPR151 cells, luminescence. activation, % at 11.2 µM. 650,000 compounds, 1% hits. AID 1508602; in the data active means activation above about 4.9%;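 further: 0% = median of compound wells and 100% = cells with positive control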
# Target sequence (Q8TDV0 whole entry, looked up): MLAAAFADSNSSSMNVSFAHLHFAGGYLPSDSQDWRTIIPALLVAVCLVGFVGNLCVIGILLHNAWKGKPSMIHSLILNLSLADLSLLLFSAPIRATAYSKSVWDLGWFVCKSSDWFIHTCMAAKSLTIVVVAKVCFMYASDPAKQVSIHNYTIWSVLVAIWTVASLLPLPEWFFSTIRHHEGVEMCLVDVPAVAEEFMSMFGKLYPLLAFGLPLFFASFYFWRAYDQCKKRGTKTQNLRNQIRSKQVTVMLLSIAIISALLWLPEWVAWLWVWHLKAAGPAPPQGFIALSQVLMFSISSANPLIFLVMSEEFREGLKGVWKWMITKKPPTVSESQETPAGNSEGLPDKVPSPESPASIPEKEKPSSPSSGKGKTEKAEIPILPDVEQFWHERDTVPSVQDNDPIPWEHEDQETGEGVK
# * marks the source's active call; other numbers are inactive results; & = joins results of further samples. Rows are unselected, and some 3.4% of all compounds hit somewhere here.
SMILES,FBW7 activator,MITF primary,TEAD-YAP inh,GPR151 ag
COc1ccc2[nH]c(CNC(=O)COc3ccc(N4CCCC4)nn3)cc2c1,0.0,-3,8,-0.5
COc1ccc(OCc2cc(C(=O)N(C)Cc3nnc(C)o3)no2)c(Cl)c1,0.0,-17,-73,1.2
CCOC(=O)c1sc(NC(=O)CSc2nnc(CNC(=O)c3ccccc3OC)n2C)c(C(=O)OCC)c1C,0.3,-16,-5,-0.2
Cc1cc(OCC(=O)NCCN(C)C)cc(C)c1Br,0.2,10,4,-0.3
CC(C)NC(=O)[C@@H]1C[C@@H](NC2C3CC4CC(C3)CC2C4)CN1Cc1ccncc1 (some centres undefined),1.0,10,8,-1.0
CCCNC(=S)N1CC2(C)CN(C(=O)C(=O)OCC)CC(C)(C1)C2=O,0.2&0.1,2&6,5&7,3.2&0.7
CCC(CC)NC(=O)c1ccccc1I,0.0,-5,9,1.2
NC(=O)C1(N2CCCCC2)CCN(C(=O)Nc2ccc(F)cc2F)CC1,0.0,3,-3,5.9*
CC(C)Cc1nc(C(N)=O)c2[nH]c(=O)n(-c3cccc(F)c3)c2n1,0.7,3,6,-0.2
COc1ccccc1CNC(=O)c1cnn(-c2ccccc2)c1-n1cccc1,0.1,3,6,-0.5
CN(C(=O)CCl)C1(c2ccccc2Cl)CCCCC1=O (centres undefined),0.6,15,13,-0.6
COC(=O)c1c(NC(=O)c2cccc([N+](=O)[O-])c2)sc(C(=O)NC2CCCCC2)c1C,0.0,-5,6,0.3
O=C(Nc1ccc(S(=O)(=O)NC2CCCC2)cc1)N1CCCC1,-0.4,9,0,0.7
Cc1cc(C(F)F)nc(SC2C/C(=N/O)C3OCC2O3)n1 (centres undefined),0.2,2,0,-0.1
CCOC(=O)N1CCC(N2CCC3(CC2)CC3C(=O)NCCCc2ccncc2)CC1 (centres undefined),0.0,8,1,-0.4
CC(=O)Nc1nc(C)c(-c2csc(Nc3ccccc3)n2)s1,-0.1,-3,-11,-1.5
COc1ccc(/C=C/C(O)=C2\C(=O)CC(C)(C)CC2=NCCO)cc1OC,0.2,4,3,2.4
CCN(CC)CCNc1c2c(c(C#N)c3nc4ccccc4n13)CCC2,0.3,14,9,-0.6
O=C(CN1C(=O)c2ccccc2C1=O)OCc1ccc(C(=O)c2ccccc2)cc1,0.0,-13,-2,3.7
O=C(Nc1cccc(-c2cn3ccccc3n2)c1)c1ccco1,0.0,-5,-21,-0.7
CCN(CC)c1nc(NCCc2ccc(OC)cc2)nc(Nc2ccc(N3CCOCC3)cc2)n1,-0.1,19,6,-0.9
COC(=O)c1ccccc1NC(=O)C(C)N1C(=O)c2ccccc2C1=O (centres undefined),0.3,9,11,-1.3
NC(=O)c1ccc(SCC(=O)Nc2cccc(Oc3ccccc3)c2)c([N+](=O)[O-])c1,-0.1,6,-3,1.7
COC(=O)c1c(NC(=O)c2cc3ccccc3c(=O)o2)sc2c1CCCCC2,0.1,8,4,0.4
CN1C(=O)C2C=CC1C1C(=O)N(c3ccccc3)C(=O)C21 (centres undefined),0.5,7,0,0.0

# Four of the compounds above, with each value named:
COC(=O)c1ccccc1NC(=O)C(C)N1C(=O)c2ccccc2C1=O (centres undefined)
- FBW7 activator: 0.3
- MITF primary: 9
- TEAD-YAP inh: 11
- GPR151 ag: -1.3
NC(=O)c1ccc(SCC(=O)Nc2cccc(Oc3ccccc3)c2)c([N+](=O)[O-])c1
- FBW7 activator: -0.1
- MITF primary: 6
- TEAD-YAP inh: -3
- GPR151 ag: 1.7
COC(=O)c1c(NC(=O)c2cc3ccccc3c(=O)o2)sc2c1CCCCC2
- FBW7 activator: 0.1
- MITF primary: 8
- TEAD-YAP inh: 4
- GPR151 ag: 0.4
CN1C(=O)C2C=CC1C1C(=O)N(c3ccccc3)C(=O)C21 (centres undefined)
- FBW7 activator: 0.5
- MITF primary: 7
- TEAD-YAP inh: 0
- GPR151 ag: 0.0

# Four of the compounds above, with bars between the fields:
smiles | FBW7 activator | MITF primary | TEAD-YAP inh | GPR151 ag
CCCNC(=S)N1CC2(C)CN(C(=O)C(=O)OCC)CC(C)(C1)C2=O | 0.2&0.1 | 2&6 | 5&7 | 3.2&0.7
CN(C(=O)CCl)C1(c2ccccc2Cl)CCCCC1=O (centres undefined) | 0.6 | 15 | 13 | -0.6
COc1ccccc1CNC(=O)c1cnn(-c2ccccc2)c1-n1cccc1 | 0.1 | 3 | 6 | -0.5
CN1C(=O)C2C=CC1C1C(=O)N(c3ccccc3)C(=O)C21 (centres undefined) | 0.5 | 7 | 0 | 0.0

# Next part
SMILES,FBW7 activator,MITF primary,TEAD-YAP inh,GPR151 ag
O=C1c2ccccc2C(=O)N1c1ccc2nc(SCc3ccccc3)sc2c1,-0.1,8,-3,0.4
CC(C)(C)c1ccc(S(=O)(=O)N/N=C/c2cccnc2)cc1,0.0,7,2,-1.0
O=C(N/N=C\c1ccccc1)c1cnccn1,-0.2,9,-42,-0.4
CCOc1ccc(-n2c(-c3ccc4c(c3)OCCO4)c[n+]3c2CCCCC3)cc1,0.0,-4,85*,2.1
O=C(c1nn2c(c1Cl)NC(c1ccc(F)cc1)CC2C(F)(F)F)N1CCN(Cc2ccccc2)CC1 (centres undefined),-0.2,4,10,-0.4
Cc1ccc(NC(=O)c2n[nH]c(=O)c3ccccc23)cc1S(=O)(=O)N(C)C,0.1,11,-61,-0.3
O=C(c1ccc(Cl)cc1)c1cc(NC(=O)c2cc(Cl)cc(I)c2O)ccc1Cl,0.0,2,9,2.9
CCOc1ccccc1C(=O)Nc1c2c(nn1-c1ccc([N+](=O)[O-])cc1)CS(=O)(=O)C2,0.3,0,3,-1.2
COc1ccc(-c2noc(CC(=O)N(C)c3ccccc3F)n2)cc1,-0.1,-11,-7,0.6
O=c1c2c3c(sc2[nH]c(=S)n1-c1ccc(Cl)cn1)CCCC3,-0.1,7,2,-1.0
COc1cccc(NC(=O)c2cc(S(=O)(=O)NCc3ccc(F)cc3)ccc2F)c1,-0.2,-3,-4,-1.6
CCC1CCCCN1CCCNc1nc(=S)[nH]c2ccccc12 (centres undefined),0.1,-7,5,-0.4
O=C(N/N=C/c1ccco1)c1cc(-c2ccco2)[nH]n1,-0.1,-7,0,-0.1
O=C(Nc1ccc2[nH]ncc2c1)[C@H](O)c1ccc(Br)cc1,0.4,16,-8,1.7
O=C(Nc1nnc(C2CCCCC2)o1)c1ccc2c(c1)CCCC2,0.0,38,3,0.6
O=C(NC1CCCC1)C1(S(=O)(=O)c2ccc(Cl)cc2)CC1,0.3,17,-9,0.4
Cc1ccc(NC(=O)Cn2nnc(-c3ccccc3NC(=O)c3ccc(F)cc3)n2)cc1,0.1,9,-4,1.2
CC(C)(C)C(=O)NC(=S)Nc1cccc(O)c1,0.4,20,-22,0.9
N#CCn1ncn(-c2ccc(OC(F)(F)F)cc2)c1=O,0.0,5,2,0.4
N#Cc1cnc2sc3ccccc3n2c1=N,0.2,4,-44,-9.0
CC(=O)Oc1ccc(C2C(C#N)=C(C)NC3=C2C(=O)CCC3)cc1 (centres undefined),0.1,1,-5,2.0
CC(/C=C1\N=C(c2cc([N+](=O)[O-])ccc2Cl)OC1=O)=C\c1ccccc1,0.0,-5,5,-0.4
CCCc1cc(=O)n(-c2ccc([N+](=O)[O-])cc2)[nH]1,-0.1,1,3,-0.2
Cc1ccc2occ(CC(=O)Nc3cccnc3)c2c1,0.0,3,8,-0.6
COCCSc1nnc(NC(=O)C2CCCCC2)s1,0.1,13,-33,-0.5
SMILES,FBW7 activator,MITF primary,TEAD-YAP inh,GPR151 ag
COc1ccc(Cl)cc1Nc1nc(-c2cc3ccccc3oc2=O)cs1,0.0,20,6,0.9
CC(C)CNC(=O)c1cccc(NC(=O)Cc2ccc(Cl)cc2)c1,-0.1,4,3,2.6
CC(C)(Oc1ccc(Cl)cc1)C(=O)Nc1ccc(N2CCOCC2)cc1,-0.1,4,-5,-0.9
Cc1cc(C)cc(NC2=C(N3CCOCC3)C(=O)c3ccccc3C2=O)c1,0.7,9,7,0.0
CCOC(=O)c1ccc([N+](=O)[O-])o1,0.1,2,26,3.6
CCc1ccc(N(C)S(=O)(=O)c2ccc3[nH]cc(C(=O)NC(C)CC)c(=O)c3c2)cc1 (centres undefined),0.2,14,13,0.3
CC(=O)Nc1ccc2nc(NC(=O)c3ccc(Cl)cc3Cl)sc2c1,-0.1,6,-41,1.2
Fc1ccc(C2=NC(C(F)(F)F)(C(F)(F)F)N=C(N3CCOCC3)O2)cc1,0.1,10,-5,1.2
CCCCOC(=O)c1c(C)oc2c1cc(NS(=O)(=O)c1ccc(C)cc1)c1ccccc12,0.0,8,-11,-0.7
CSc1nc2n(n1)C(c1ccc(Cl)cc1)C1=C(CC(C)(C)CC1=O)N2 (centres undefined),0.1,-11,9,1.0
CCNC(=O)NC(=O)C(C)OC(=O)/C=C/c1ccc(Br)o1 (centres undefined),0.2,12,-6,-2.5
Cc1cc(NC(=O)COc2ccc(Oc3ccccc3)cc2)no1,0.6,12,-7,0.6
COc1ccc(/C=C/C(=O)Nc2ccc3nc(N4CCN(C)CC4)cc(C)c3c2)cc1OC,-0.1,-1,23,0.4
Fc1cccc(Nc2nc(-c3ccccc3Cl)nc3ccccc23)c1,0.1,7,17,-0.5
Cc1c(S(=O)(=O)Nc2cccc(Cl)c2)c(=O)n(C)c(=O)n1C,-0.1,2,-2,-0.2
O=C(NCCc1ccc(O)cc1)c1ccc2nc(N3CCCC3CO)sc2c1 (centres undefined),0.0,1,8,-0.7
Cn1nnnc1SCC(=O)Nc1ccccc1N1CCCCC1,0.1,-7,3,-0.1
COc1ccc(NC(=O)CCC(=O)c2ccc(Cl)cc2)cc1,0.1,5,10,1.8
O=C(CCn1nnc2ccccc21)N/N=C/c1cccc2ccccc12,-0.1,-2,12,-0.4
CCc1cccc(C)c1NC(=O)CSc1nnc(-c2ccncc2)n1CC,0.0,-5,-1,0.4
O=C(OCC(=O)N1CCCC1)c1ccc(F)cc1,0.1,-1,1,-0.9
O=C1NC(=S)N/C1=C\C=C\c1cccs1,0.2,7,-35,-0.5
CC(C)COC(=O)CCC(=O)Nc1nccs1,0.1,-11,-2,-0.8
O=C(NCCCn1ccnc1)/C(=C/c1cccnc1)NC(=O)c1ccccc1,0.2,4,-18,-0.7
O=C(NCCc1ccncc1)c1cc(-c2ccc(F)cc2)n[nH]1,0.0,7,-29,-1.0
SMILES,FBW7 activator,MITF primary,TEAD-YAP inh,GPR151 ag
Cc1cnc(-c2cccs2)nc1NCc1ccccc1,0.0,1,-1,-0.1
Cc1ccc(C(=O)Oc2ccc(/C=C3\N=C(c4ccc(C(C)(C)C)cc4)OC3=O)cc2)cc1,0.1,13,-5,0.8
CN(C(=O)c1ccncc1)C1CC(C)(C)N(C)C(C)(C)C1,-0.1,7,-3,-0.8
CN(C(=O)COC(=O)C1COc2ccccc2O1)C1(C#N)CCCCC1 (centres undefined),0.2,-2,5,-0.5
COc1cc(/C=C(\C#N)c2nc3ccccc3s2)ccc1OCc1ccc(Cl)cc1,-0.1,6,-64,0.7
O=C(CSc1nc2ccc(N3CCOCC3)cc2c(=O)n1Cc1ccccc1)NCc1ccccc1Cl,0.0,-4,-24,-0.9
COc1ccc(C(NC(=O)C2CCN(C(=O)N3CCCC3)CC2)c2ccccn2)cc1 (centres undefined),0.1,5,3,-0.1
COc1cc(C2C(C#N)=C(N)Oc3n[nH]c(-c4ccccc4)c32)cc(OC)c1O (centres undefined),-0.2,4,-2,1.1
Cc1nn(C)c(C)c1-c1nc(Nc2ccc(Oc3ccccc3)cc2)c2ncn(-c3ccccc3)c2n1,-0.2,2,-10,-0.9
COc1ccc2[nH]c(=O)c(CN(Cc3ccc(C)cc3)C(C)=O)cc2c1,0.1,27,8,-0.6
O=C(C[n+]1ccc(/C=N/O)cc1)N1CCCCC1,0.0,10,12,-0.6
Cc1cccc(N2C(=O)c3ccc(F)cc3C2=O)n1,0.0,2,-3,0.9
O=C1CC(N=CN2CCOCC2)=NN1c1ccccc1,0.0,-4,-7,1.3
CCN(CC)CCOc1ccccc1C(C)=O,0.0,22,8,0.2
CN1C(=O)CS/C1=N/S(=O)(=O)c1ccc([N+](=O)[O-])cc1,-0.1,-12,6,-2.0
COc1ccccc1Oc1ccc(S(=O)(=O)NC(C)C(=O)O)cc1 (centres undefined),0.2,8,1,-0.7
COC(=O)C1=C(C)Nc2ncnn2C1c1ccc2ncccc2c1 (centres undefined),0.1,21,-6,-1.0
Cc1c(C(=O)N2CCCC(C)C2)sc2ncnc(N3CCN(c4ccccc4F)CC3)c12 (centres undefined),-0.1,0,-8,-0.7
COc1ccc(CCn2c(=O)c(C#N)cc3c(=O)n4cccc(C)c4nc32)cc1OC,-0.1,-5,-13,7.4*
COc1ccc(NC(=O)c2cc(S(=O)(=O)NCC3COc4ccccc4O3)ccc2F)cc1 (centres undefined),-0.1,-4,-5,1.2
COc1cccc(CN2CCc3c([nH]c4ccccc34)C2)c1,0.0,34,-1,0.2
CCc1ccc(OCCCC(=O)Nc2ccccc2C(=O)O)cc1,0.5,6,-40,-4.0
O=C(Cc1cn(-c2ccc(Nc3ccncn3)nn2)c2ccccc12)NC1CCN(Cc2ccccc2)CC1,-0.3,2,14,1.1
O=C(NC(=S)Nc1nc(-c2cccc([N+](=O)[O-])c2)cs1)c1cc2ccccc2o1,-0.1,-2,-14,0.5
Cc1ccc(S(=O)(=O)NC2CCCCC2)cc1C(N)=O,-0.1,6,7,-0.4
COc1ccc(S(=O)(=O)N2Cc3ccccc3CC2C(=O)Nc2ccc(C)cc2)cc1 (centres undefined),-0.1,-5,33*,0.8
COc1ccc(NC(=O)N2CCN(S(C)(=O)=O)CC2)cc1OC,0.2,13,8,1.0
N#Cc1cc2c(N)c(C(=O)Nc3ccccc3F)sc2nc1N,0.6,15,-27,-1.2
O=C(Nc1cccc(-c2nc3ccccc3s2)c1)c1cc(Br)ccc1Cl,0.8,9,8,0.1

# From PubChem
